PMI inhibition = human PMI inhibitors, high substrate, primary screen, biochemical, fluorescence intensity, high mannose 6-phosphate (AID 1220) | recombinant PMI enzyme, coupled fluorescence intensity; higher % means a stronger effect | inhibition, % at 20 µM, or IC50 in µM where a hit was titrated | 190,000 tested, 0.66% active
Dynein cargo inh = dynein cargo transport inhibition | 3617.4 mouse cells, GR-EGFP nuclear translocation imaging; test concentration mostly 20 µM; stimulated with dexamethasone, 1 µM; active compounds read low | 220,000 tested, 0.47% active | z-score, hits read low;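 active = plate z-score of nuclear minus cytoplasmic receptor signal below a set negative limit, without overly bright fluorescence or cell loss, cut at about -3.5 in these data, passing the limit was not always enough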;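 note: z-score of nuclear minus cytoplasmic ring GR-EGFP intensity difference per well; some compounds called inactive have numbers as strong as hits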
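Schedule: 48 h induction, then 1 h compound, then 30 min agonist, 37 °C. Buffer or medium: tetracycline-free induction medium containing charcoal-stripped FBS. Reagent: 1.0 µM final dexamethasone stimulus. Evaluation: nuclear versus cytoplasmic GR-EGFP signal, averaged per well. Signal: high-content fluorescence imaging after fixation.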
SIAH1 antagonists = Siah-1 peptide-binding antagonists, primary screen, biochemical, fluorescence polarization, rhodamine-plectin, uHTS (AID 1817); displacement, % at 20 µM; hits with a dose series show IC50 in µM; Siah-1 / rhodamine-plectin peptide fluorescence polarization; higher % means a stronger effect; 290,000 tested, 0.02% active;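 active = displacement of at least 50% at 20 µM, with a fluorescence ratio check between 0.3 and a set limit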;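 note: plate controls were Siah plus tracer with DMSO for no effect and tracer alone without Siah for full effect; strong numbers were not always called active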
XIAP antagonists = small molecules displacing peptide from XIAP – biochemical, IAP family, fluorescence polarization (AID 1018) | XIAP BIR domain, fluorescence polarization peptide displacement; higher % means a stronger effect | displacement, % at 20 µM, or IC50 in µM where a hit was titrated | 200,000 tested, 0.007% active; in the data active = displacement above about 50%; note: a part of the inactive calls stands beside numbers as strong as those of hits
LYP phosphatase = inhibitors of LYP phosphatase, biochemical, fluorescence intensity, uHTS (AID 1779); recombinant LYP phosphatase, fluorescence intensity; higher % means a stronger effect; inhibition, % at 11.5 µM; hits with a dose series show IC50 in µM; 290,000 tested, 0.054% active;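 note: plate controls were vehicle with enzyme for no effect and no enzyme for full effect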
AID2073 = inhibitors of Mint1-CaV2.2 protein interaction, biochemical, HTRF (AID 2073); HTRF protein-protein interaction, Mint1-CaV2.2; higher % means a stronger effect; inhibition, % at 20 µM, or IC50 in µM where a hit was titrated; 290,000 tested, 0.19% active; in the data active = inhibition mostly above about 51%, no sharp cut-off; note: some results filed as inactive read as strong as hits
M1AAP inhibition = P. falciparum M1AAP inhibitors, biochemical, fluorogenic H-Leu-NHMec substrate, 1536-well (AID 1445); 220,000 tested, 0.42% active; recombinant M1AAP, H-Leu-NHMec fluorogenic kinetic assay; higher % means a stronger effect; inhibition, % at 30 µM; hits with a dose series show IC50 in µM;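 active = primary inhibition above the hit cutoff, then over 50% inhibition at one or more dose response concentrations, cut at about 23% in these data, passing the limit was not always enough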;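 note: plate controls were DMSO full reaction for no effect and no enzyme background for full effect; strong numbers were not always called active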
human PMI inhibition = inhibitors of human PMI, primary screen, biochemical, fluorescence intensity, coupled assay (AID 1209); 190,000 tested, 0.42% active; one-dose inhibition, % at 20 µM; IC50 in µM for titrated hits; purified PMI enzyme, coupled fluorescence intensity; higher % means a stronger effect;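 note: plate controls were DMSO vehicle for no effect and wells lacking substrate for full effect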
M17LAP inhibition = P. falciparum M17LAP inhibitors, primary screen, biochemical, fluorogenic H-Leu-NHMec substrate, 1536-well (AID 1619) | recombinant M17LAP, H-Leu-NHMec fluorogenic kinetic assay; higher % means a stronger effect | one-dose inhibition, % at 30 µM; IC50 in µM for titrated hits | 220,000 tested, 0.38% active;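 active = compound inhibiting the enzyme by more than half at any dose during confirmatory dose-response retesting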;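 note: plate controls were full reaction with DMSO carrier for no effect and no enzyme background for full effect; strong numbers were not always called active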
Dynein cargo inh cytoplasmic EGFP = further read-out of Dynein cargo inh, marked with its call; z-score; measured here: cytoplasmic GR-EGFP intensity; active compounds read high
Dynein cargo inh nuclear GR-EGFP = recorded beside Dynein cargo inh, whose call it bears; z-score; measured here: nuclear GR-EGFP intensity;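 lower value marks the stronger effect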
Dynein cargo inh cell count = second read-out of Dynein cargo inh, no call of its own (marks repeat the call); z-score; measured here: cell count per field
Active calls of the source: *; / = no result given. Cut-off read from the data, not from the text of the source, unless noted: active = inhibition above about 50%; inactive = the rest.

PMI inhibition,Dynein cargo inh,Dynein cargo inh cytoplasmic EGFP,Dynein cargo inh nuclear GR-EGFP,Dynein cargo inh cell count,SIAH1 antagonists,XIAP antagonists,LYP phosphatase,AID2073,M1AAP inhibition,human PMI inhibition,M17LAP inhibition,Structure
1%,2.3,-0.21,0.95,-1.6,12%,-4.6%,-12%,-10%,5%,4%,-1%,CC(=O)c1cccc(NC(=O)CSCc2ccc(Br)cc2)c1
-5%,-1.2,-0.21,-0.56,1.1,6%,0.1%,-5%,5%,5%,0%,1%,O=C(NCCN1CCOCC1)c1cc(Sc2ccccc2Cl)nc2ccccc12
-9%,-0.35,-0.26,-0.15,0.19,-1%,-8.3%,-2%,9%,10%,-10%,11%,Nn1c(SCc2cc([N+](=O)[O-])cc3c2OCOC3)nnc1-c1cccnc1
11%,-1.2,-0.37,-0.56,0.52,-1%,0.2%,0%,-9%,2%,14%,12%,CC1=CC(C)(C)N2C(=O)C3(C(C#N)=C(N)OC4=C3C(=O)CC(C)(C)C4)c3cccc1c32 (stereo unspecified)
13%,1.4,0.015,0.76,-2.6,2%,13%,-10%,11%,6%,10%,-1%,CN(CC(=O)N1CCCC1)S(=O)(=O)c1ccc2ccccc2c1
-11%,0.36,-0.17,0.46,-0.7,0%,-3.3%,2%,0%,7%,-7%,9%,COc1nonc1NC(=O)CSc1nc2ccccc2[nH]1
6%,-1.2,-0.25,-0.8,1.4,0%,-3.4%,-1%,2%,3%,7%,1%,Nc1c(N)c2ccccc2oc1=O
-1%,0.58,-0.26,-0.078,0.37,10%,-1.3%,-4%,0%,7%,0%,8%,CCN(CC)CCCNC(=O)c1cc(-c2cccc(Cl)c2)on1
9%,-1,-0.049,-1.2,0.68,-3%,-5.2%,12%,19%,10%,8%,50%,CCn1c(SCC(=O)Nc2sc3c(c2C(N)=O)CCC(C)C3)nnc1-c1ccco1 (stereo unspecified)
11%,-1.2,-0.25,-0.5,-0.2,3%,-2.6%,7%,3%,8%,11%,-7%,CN1CC(=O)N(CC(=O)NCCc2ccc(F)cc2)c2ccccc2C1=O
46%,0.37,-0.2,0.54,-0.16,0%,-3.3%,4%,15%,3%,65%*,10%,Cn1c(N)c(C(=O)Nc2ccc3ccccc3c2)sc1=S
/,1.9,-0.21,1.6,-1.5,2%,-10%,-8%,0%,-4%,/,0%,CCC(C)(C#CCN1CCCCC1)OC(C)=O (stereo unspecified)
17%,0.84,-0.25,0.73,0.88,8%,-0.2%,-1%,5%,1%,9%,10%,CSCCC(NC(=O)OC(C)(C)C)C(=O)NC(CC(C)C)C(N)=O (stereo unspecified)
11%,-0.056,-0.32,-0.31,-0.15,12%,-12%,-4%,-1%,6%,13%,0%,COCc1ccc(C(=O)N2CCc3c([nH]c4ccccc34)C2c2ccccn2)s1 (stereo unspecified)
-7%,0.49,-0.15,0.25,-1,-2%,-6.4%,2%,-11%,8%,-4%,-5%,Cc1ccc(/C=N/N2CCN(c3ccc(Cl)cc3)CC2)o1

Single records, as listed above. Order of screens: PMI inhibition	Dynein cargo inh	Dynein cargo inh cytoplasmic EGFP	Dynein cargo inh nuclear GR-EGFP	Dynein cargo inh cell count	SIAH1 antagonists	XIAP antagonists	LYP phosphatase	AID2073	M1AAP inhibition	human PMI inhibition	M17LAP inhibition
Record of CSCCC(NC(=O)OC(C)(C)C)C(=O)NC(CC(C)C)C(N)=O (stereo unspecified) → 17%	0.84	-0.25	0.73	0.88	8%	-0.2%	-1%	5%	1%	9%	10%
Record of Cc1ccc(/C=N/N2CCN(c3ccc(Cl)cc3)CC2)o1 → -7%	0.49	-0.15	0.25	-1	-2%	-6.4%	2%	-11%	8%	-4%	-5%
Record of Cn1c(N)c(C(=O)Nc2ccc3ccccc3c2)sc1=S → 46%	0.37	-0.2	0.54	-0.16	0%	-3.3%	4%	15%	3%	65%*	10%

Later entries:
PMI inhibition,Dynein cargo inh,Dynein cargo inh cytoplasmic EGFP,Dynein cargo inh nuclear GR-EGFP,Dynein cargo inh cell count,SIAH1 antagonists,XIAP antagonists,LYP phosphatase,AID2073,M1AAP inhibition,human PMI inhibition,M17LAP inhibition,Structure
-9%,-0.89,-0.26,-0.47,0.5,11%,-8.7%,-2%,3%,-2%,-8%,-1%,CCOC(=O)c1sc(NC(=O)CSc2nnc(C(C)C)n2C)nc1C
1%,0.72,-0.16,-0.59,-0.59,2%,1.3%,-4%,-6%,1%,12%,2%,O=C(c1ccc(Cl)cc1)C1CCN(C(=O)C2CC2)CC1
16%,-0.05,-0.27,0.4,0.78,-6%,-4.9%,0%,40%,16%,16%,-214%,COc1ccc(-c2cc(C(=O)N3CCOCC3)c3cc(C)ccc3n2)cc1
19%,-0.25,-0.25,-0.42,0.77,5%,-2.6%,5%,3%,0%,21%,-5%,CCOC(=O)C1CCN(c2ncnc3c2c(-c2ccccc2)cn3-c2ccc(C)cc2)CC1
14%,-0.75,-0.13,-0.049,-0.1,1%,-8.2%,-9%,2%,1%,11%,-1%,CC1(C)Cc2cccc(OCC(=O)Nc3cccnc3)c2O1
-16%,-0.57,0.22,-0.077,-0.83,6%,-4.2%,7%,31%,10%,-3%,4%,C=CCn1c(COc2cccc(C)c2)nnc1SCC(=O)NC(=O)NCc1ccco1
0%,0.24,-0.32,0.3,-0.41,-5%,6.3%,-7%,22%,0%,4%,6%,CC1CCCCN1c1nnc(N)s1 (stereo unspecified)
6%,0.24,-0.19,0.51,-0.74,3%,0.9%,-5%,-15%,10%,2%,-2%,CC1CCOC2(O1)C(=O)N(CN1CCN(c3ccccc3F)CC1)c1ccccc12 (stereo unspecified)
-2%,0.57,-0.26,0.57,-0.43,11%,-5.8%,-10%,4%,-15%,5%,-3%,CCOCC(=O)Nc1cc([N+](=O)[O-])ccc1C
-7%,0.98,-0.058,0.89,-1.8,0%,-2.9%,-3%,3%,2%,-4%,19%,O=C(CCCn1c(=O)[nH]c2ccccc2c1=O)NCCSCc1ccccc1
/,-0.12,-0.53,0.005,-0.12,10%,/,-13%,-1%,6%,/,7%,CCN1CCN(Cc2ccc(NC(=O)c3cc(NC(=O)c4ccno4)cc(OC)c3)cc2C(F)(F)F)CC1
/,0.26,2,0.52,-1.4,0%,/,4%,-14%,9%,/,8%,Cc1ccc2c(c1)Sc1c(ccc3ccccc13)N2
-64%,0.15,-0.17,0.39,-0.25,-2%,-12%,0%,1%,0%,-44%,0%,Cc1ccc(C(NC(=O)N2CCN(C)CC2)C(Cl)Cl)cc1F (stereo unspecified)
0%,0.43,-0.27,0.32,-0.66,-4%,-2.3%,10%,24%,9%,14%,-4%,CCc1cc(C(=O)N=Nc2c(O)[nH]c3c(Br)cc(Br)cc23)c2ccccc2n1
1%,-0.34,-0.29,-0.55,0.051,0%,-3.8%,-2%,-18%,0%,9%,-13%,Cc1c(NC(=S)Nc2ccccc2)c(=O)n(-c2ccccc2)n1C
-11%,0.68,-0.26,0.57,0.24,8%,-4.0%,-6%,1%,1%,-6%,-2%,COc1ccccc1CNC(=O)CN1CCC(n2cnc3cc(F)ccc32)CC1
2%,-0.8,-0.32,-0.46,0.91,5%,-1.9%,-6%,2%,-2%,3%,9%,Cc1nn(C)c(C)c1CNC(=O)Nc1cccc(Cl)c1
-10%,-1.2,-0.24,-0.64,0.94,67%,1.1%,-5%,47%,9%,11%,11%,Fc1ccc(NC(=S)Nc2cccc3cnccc23)cc1
-6%,-0.1,-0.21,-0.027,0.51,0%,-9.4%,-1%,4%,4%,-8%,-6%,O=C(Nc1ccccc1C(=O)OCC(=O)N1CCc2ccccc2C1)c1ccco1
-5%,-0.16,-0.2,-0.0014,-0.36,-7%,-7.9%,-10%,14%,5%,0%,16%,O=C(CN1CCSC1=NCc1ccccc1)c1ccc(Cl)cc1
6%,-1.4,-0.17,-0.77,-0.012,3%,-1.6%,-1%,14%,15%,9%,2%,Cc1nc2c(-c3ccccc3)c(C)nn2c(C)c1CCC(=O)NC(C)CCc1ccco1 (stereo unspecified)
-10%,0.21,-0.21,0.3,0.23,-6%,-7.4%,-8%,-8%,1%,-2%,-12%,CCC(=O)N1CCc2cc(Br)cc(S(=O)(=O)CCC(=O)NCCc3ccccc3)c21
7%,1.5,-0.19,1,-0.55,3%,-1.8%,-8%,-3%,3%,-2%,-2%,O=C(Cn1cnc([N+](=O)[O-])n1)N/N=C/c1cccc(Cl)c1
-7%,-0.11,-0.21,0.15,-0.2,-5%,3.4%,4%,-10%,-2%,6%,2%,COc1ccc2nc(Nc3ccc4c(c3)OCO4)sc2c1
-4%,-0.48,-0.28,-0.53,0.41,8%,-4.5%,1%,13%,5%,5%,-3%,N#Cc1ccc(OCC(=O)Nc2cc(S(=O)(=O)N3CCCCC3)ccc2N2CCCCC2)cc1
9%,2.7,-0.055,1.1,-2.3,-2%,13%,-1%,-18%,-1%,9%,-7%,COc1ccc(NC(=O)/C=C/c2ccc3c(c2)OCO3)cc1
1%,-0.22,-0.25,0.4,1.3,8%,-4.5%,2%,5%,-2%,5%,-8%,NC(=O)CCS(=O)(=O)CCN1CCCCC1
-6%,0.21,-0.23,0.32,-0.54,0%,-4.1%,4%,5%,-1%,-8%,6%,COc1ccc(C2C(=O)N(C3CCCCC3)CC(=O)N2C2CCCCC2)cc1 (stereo unspecified)
2%,0.33,-0.078,0.067,-0.78,8%,-3.8%,-7%,4%,4%,3%,12%,Brc1cccc(CN2CCCCCCC2)c1
-9%,-0.85,-0.22,-0.15,1.2,-1%,-5.0%,-6%,-39%,11%,-6%,10%,COCCCNc1nc(=S)[nH]c2cc(OC)c(OC)cc12

Outcome played no part in choosing rows, and some 2.1% of all compounds hit somewhere here.
